EP2 antag: inhibitors of human EP2 prostaglandin E2 receptor; P43116; C6 glioma cells expressing human EP2, cAMP TR-FRET; cells stimulated with saturating PGE2; inhibition, % at 25 µM; 260,000 compounds, 0.52% hits;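 active means percent inhibition above 40 after rounding to a whole number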;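 further: rat C6 glioma host cells with rolipram phosphodiesterase inhibitor present; the protocol text gives 20 µM as final concentration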
Target sequence (P43116 whole entry, looked up): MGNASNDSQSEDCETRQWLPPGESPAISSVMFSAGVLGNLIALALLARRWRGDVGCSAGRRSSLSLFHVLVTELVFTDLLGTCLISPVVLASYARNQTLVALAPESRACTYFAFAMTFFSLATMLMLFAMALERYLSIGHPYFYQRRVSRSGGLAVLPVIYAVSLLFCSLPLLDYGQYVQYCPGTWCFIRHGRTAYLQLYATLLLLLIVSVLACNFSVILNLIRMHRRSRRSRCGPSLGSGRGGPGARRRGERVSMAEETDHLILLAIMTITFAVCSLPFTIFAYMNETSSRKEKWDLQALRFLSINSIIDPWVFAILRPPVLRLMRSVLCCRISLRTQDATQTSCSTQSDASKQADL
zVAD death inh: L929 zVAD cell death inhibition; AID 1377; viability rescue, % at 10 µM; L929 zVAD necroptosis rescue, ATP luminescence, 24 h; with zVAD 60 µM; 220,000 compounds, 0.38% hits;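 active means activation, scaled between plate controls, above about 75%, limit read from the data; inactive means activation under that limit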;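 further: 0% = zVAD with DMSO and 100% = DMSO alone without zVAD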
Hck-Nef inh: inhibitors of human Hck kinase activated by Nef. P08631. Recombinant Hck-YEEI plus Nef, Z-Lyte FRET kinase assay. inhibition, % at 20 µM. 220,000 compounds, 0.68% hits. AID 463187;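 active means Hck-Nef kinase inhibition above about 50%, limit read from the data; inactive means inhibition below that limit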;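 further: 0% = DMSO with Hck plus Nef and 100% = Hck alone without Nef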
Target sequence (P08631 whole entry, looked up): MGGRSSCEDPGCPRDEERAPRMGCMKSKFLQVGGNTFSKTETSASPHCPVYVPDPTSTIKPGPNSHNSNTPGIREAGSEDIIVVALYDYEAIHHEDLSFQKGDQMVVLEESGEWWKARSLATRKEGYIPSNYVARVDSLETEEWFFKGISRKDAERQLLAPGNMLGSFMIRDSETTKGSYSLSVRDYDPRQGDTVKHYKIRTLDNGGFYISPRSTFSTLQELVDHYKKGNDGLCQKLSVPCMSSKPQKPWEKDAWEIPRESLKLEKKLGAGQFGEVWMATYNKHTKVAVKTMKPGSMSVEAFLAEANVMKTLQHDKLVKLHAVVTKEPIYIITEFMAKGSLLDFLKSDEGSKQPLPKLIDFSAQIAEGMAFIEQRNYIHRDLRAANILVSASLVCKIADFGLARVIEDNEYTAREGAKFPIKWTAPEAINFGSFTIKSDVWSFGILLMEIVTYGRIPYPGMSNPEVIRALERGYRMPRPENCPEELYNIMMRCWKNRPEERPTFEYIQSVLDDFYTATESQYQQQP
EP2 modulator: modulators of human EP2 prostaglandin E2 receptor | EP2-expressing cells, cAMP HTRF FRET, PGE2 co-stimulation | induction, % at 25 µM | 260,000 compounds, 0.83% hits;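 active means compounds whose cAMP rise, as percent of the full-agonist control response, exceeds 60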;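 further: rat C6 glioma line stably carrying human EP2 under a CMV promoter; the protocol text gives 20 µM as final concentration; 100% = response of wells given 1 µM PGE2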
Runt-CBFb FRET: Runt domain-CBFb interaction inhibition. inhibition, % at 20 µM. AID 1496. Cerulean-Runt/Venus-CBFb FRET ratio 530/480, 1 h. Q01196+Q13951. 220,000 compounds, 0.46% hits;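 active means inhibition over about 50% at 20 µM in the single-dose screen, limit read from the data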;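 further: 0% = DMSO wells and 100% = excess unlabeled CBFb competitor control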
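Doses: 20 µM compound in 1% DMSO | Material: Cerulean-labeled Runt domain protein | Amount: Each fluorescent fusion protein 100 nM | Schedule: Two 1 h room-temperature incubations shielded from light | Measured by: FRET fluorescence | Evaluation: Loss of energy transfer signal | Controls: Unlabeled CBFb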
RBBP9 inh: inhibitors of human serine hydrolase RBBP9 | inhibition, % at 7.94 µM | recombinant RBBP9, FP-Rh probe fluorescence polarization | 220,000 compounds, 0.2% hits | O75884 | AID 1515;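 active means inhibition above the campaign mean of all tested compounds plus 3 SD, cut at about 14% in these data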;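 further: plate controls were DMSO wells with RBBP9 for no effect and wells lacking RBBP9 protein for full effect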
Target sequence (O75884 whole entry, looked up): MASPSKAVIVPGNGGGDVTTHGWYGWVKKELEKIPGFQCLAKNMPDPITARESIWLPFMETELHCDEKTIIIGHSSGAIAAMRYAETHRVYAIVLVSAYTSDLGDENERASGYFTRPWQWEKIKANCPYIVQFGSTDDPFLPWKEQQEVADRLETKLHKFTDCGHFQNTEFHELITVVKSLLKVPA
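Controls: DMSO-treated enzyme wells and wells lacking RBBP9 | Material: RBBP9 protein | Technique: Fluorescence polarization | Replication: Single well per compound, no replicates | Buffer or medium: Tris-NaCl-Pluronic buffer, pH 8.0 | Timing: 30 min compound preincubation, 45 min probe labeling, 25 °C | Read-out basis: Percent inhibition from mP, scaled between DMSO and no-protein wells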
Runt-SMMHC FRET: blocks binding of human RUNX1 Runt domain to CBFb-SMMHC; Cerulean-Runt/Venus-CBFb-SMMHC FRET ratio 530/480, 1 h; Q01196+Q13951; 220,000 compounds, 0.74% hits; AID 1434; inhibition, % at 20 µM;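 active means mean inhibition across duplicate retests at 20 µM reaching about 50%, limit read from the data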;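 further: 0% = DMSO wells and 100% = wells with excess untagged CBFb-SMMHC; inhibitors lower the FRET ratio by blocking Runt binding to CBFb-SMMHC; some results filed as inactive read as strong as hits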
PERK inhibitor: inhibitors of human PERK kinase; 220,000 compounds, 0.17% hits; AID 1416; CHO PERK-DD fusion, SEAP luminescence translation reporter; inhibition, % at 5.6 µM;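 active means inhibition above the mean inhibition of all tested compounds plus 3 SD, set separately per screening campaign, cut at about 2.9% in these data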;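 further: PERK kinase domain activated by AP20187 dimerizer at 100 nM; 0% = DMSO with dimerizer and 100% = rapamycin at 8.4 µM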
TNF death inh: inhibitors of TNF-alpha induced necroptosis in Jurkat FADD-/- cells | Jurkat FADD-/- TNF necroptosis rescue, ATP luminescence, 24 h; 0 = TNF only, 100 = no-TNF cells | activation (protection from cell death), % at 10 µM | 220,000 compounds, 0.068% hits | AID 463075;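 active means activation, meaning protection from cell death, of at least 50% relative to plate controls; inactive means activation below 50%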;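 further: necroptosis triggered by 40 ng/mL TNF-alpha added together with compound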
* = called active by the depositor; · = not tested or not shown; & = joins results of further samples.

SMILES | EP2 antag | zVAD death inh | Hck-Nef inh | EP2 modulator | Runt-CBFb FRET | RBBP9 inh | Runt-SMMHC FRET | PERK inhibitor | TNF death inh
C=CCN1C(=O)C(CC(=O)Nc2ccccc2F)S/C1=N\c1nccs1 (stereo unspecified) | 8 | 0.0 | 24 | -16 | 1 | -3 | 1 | 0.9 | 7.6
Cc1ccc(S(=O)(=O)N2CCOCC2)cc1NC(=O)COC(=O)C1COc2ccccc2O1 (stereo unspecified) | 2 | 1.7 | 2 | 9 | 4 | -10 | 3 | 0.9 | 1.2
COc1ccc(C2=NCC(CSc3nnnn3C)S2)cc1 (stereo unspecified) | 21 | 0.2 | 2 | -28 | -1 | 1 | 1 | -0.1 | 2.2
CCCNc1nc(N2CCCC2)nc(N2CCCC2)n1 | 6 | 1.4 | 20 | 33 | · | -3 | · | -0.1 | 0.7
Fc1ccccc1-c1nc(NCc2ccccc2)c2ccccc2n1 | 7 | 0.5 | 6 | 37 | 1 | -13 | 2 | 1.1 | 0.8
COc1ccc(CN2C(=O)CCCc3ccccc32)cc1 | 9 | 0.8 | -5 | 15 | -1 | -7 | -2 | 0.1 | 0.3
NC(=O)CC[C@@H]1NC(=O)[C@@H]2CCCN2C(=O)c2cc([N+](=O)[O-])cc(I)c2NCCC[C@@H](C(=O)NC(CC(=O)O)C(N)=O)NC1=O (stereo partly specified) | 8 | 1.9 | -3 | 32 | 0 | -7 | 0 | 0.7 | 0.1
Cc1cc(OCC(O)CN2C(C)CCCC2C)ccc1C(C)C (stereo unspecified) | 9 | 0.5 | -5 | -22 | 0 | 2 | -1 | 0.1 | 0.7
CC(C)COP(=O)(OCC(C)C)C(O)c1ccccc1F (stereo unspecified) | 11 | 0.7 | 1 | -8 | · | 0 | -1 | 0.0 | -1.8
COc1ccc(S(=O)(=O)CCC(=O)NCCc2ccc(S(N)(=O)=O)cc2)cc1 | 11 | 0.8 | -2 | 23 | 2 | -2 | -1 | -0.1 | 2.1
COc1ccc(C(C)C)cc1S(=O)(=O)n1cnc(C)c1 | 7 | 0.6 | 2 | 9 | -1 | -1 | -6 | -0.3 | -3.4
c1cnc2ccc(C(c3nnnn3C3CCCCC3)N3CCN(C4CCCCC4)CC3)cc2c1 (stereo unspecified) | 8 | 77* | 13 | · | · | 3 | · | -1.0 | 3.4
CC(C)(C)OC(=O)N1CCN(C(=O)Cn2cc(CCO)nn2)CC1 | 7 | -0.4 | -28 | 1 | -1 | 3 | -4 | 1.0 | 0.9
CN(C)CCOC(=O)CCCCCCCCC(=O)OCCN(C)C | 12 | -0.2 | 4 | -6 | 0 | 1 | 0 | 0.9 | 0.6
CN(c1ccc(OCC(=O)NC2=NCCS2)cc1)S(=O)(=O)c1ccc(F)cc1 | 7 | -0.8 | 8 | -20 | 2 | 2 | 0 | 1.8 | 1.0
CCCCn1c(SCC(=O)Nc2cc(NC(=O)c3ccco3)ccc2C)nc2ccccc2c1=O | 1 | -0.1 | 32 | 16 | -3 | -15 | -6 | -0.7 | -5.9
CCN(CC)CCN(Cc1cc2cc3c(cc2[nH]c1=O)OCCO3)C(=S)NCC1CCCO1 (stereo unspecified) | 7 | -0.1 | 19 | 12 | -14 | -5 | -31 | 0.6 | -1.5
O=C(O)/C=C/c1ccccc1Oc1ccc(Cl)cc1Cl | 4 | -1.5 | 5 | 87* | 1 | -7 | -2 | -0.4 | 0.1
Cc1c(C(=O)C(=O)N2CC=C(c3ccccc3)CC2)c2ccccc2n1C | 6 | 0.7 | -2 | -21 | -4 | 1 | -3 | -0.2 | -4.3
C/C(CCc1ccc2c(c1)OCO2)=N\NC(=S)NC(C)C | 6 | 0.5 | 14 | -13 | 0 | -12 | 4 | -0.5 | 0.6
CCCc1nc(N)c(C#N)c(-c2ccco2)c1CC | 12 | -0.3 | 0 | 37 | -2 | -11 | -11 | -0.1 | -1.6
Cc1cc(OCC[N+]2(C)CCCCC2)nc2ccccc12 | 15 | -0.2 | -2 | 14 | -28 | -11 | -8 | 0.1 | -0.3
Cc1ccccc1-n1nc2c(c1NC(=O)c1ccc(S(=O)(=O)N(C)C)cc1)CSC2 | 0 | 0.0 | 2 | -17 | 2 | -6 | 0 | 0.0 | -0.8
CCn1c2ccccc2c2cc(NS(=O)(=O)c3ccccc3C)ccc21 | 10 | 2.0 | -2 | 33 | 0 | -12 | -2 | -0.4 | -13
Cc1ccc(Nc2cc(=O)oc3ccccc23)c(C)c1 | 12 | -0.2 | -1 | 9 | -3 | -3 | -6 | -0.1 | -19
COc1ccc(/C=N/NC(=O)c2cc(=O)[nH]c3ccccc23)cc1OC | 6 | 1.5 | 2 | -16 | -3 | -8 | 1 | 1.1 | -1.1
COc1ccc(Cl)cc1C(=O)n1nc(C)cc1C | 14 | 0.1 | -1 | -6 | 3 | 8 | 0 | 0.9 | -0.5
NC(=O)Nc1ccc(C(=O)OCC(=O)Nc2ccc([N+](=O)[O-])cc2C(F)(F)F)cc1 | 5 | 1.6 | 3 | -13 | -2 | -6 | 8 | -0.1 | 2.4
c1ccc(-c2ccc(-c3cn4c(n3)CCC4)cc2)cc1 | 7 | -0.1 | 13 | -22 | 0 | -18 | -2 | -1.4 | -8.4
Cc1ccc(NC(=O)C2CCCN2C(=O)NC2CCCCC2)c(C)c1 (stereo unspecified) | 10 | 0.1 | -1 | -20 | -3 | -7 | 0 | 0.7 | -1.1
Nc1cc([N+](=O)[O-])ccc1N1C(=O)CCCC1=O | 7 | -0.8 | 1 | 30 | 2 | -6 | -4 | 1.9 | 4.6
Cc1ccc(C)c(N2CCN(S(=O)(=O)c3ccc4c(c3)CCC(=O)N4)CC2)c1 | 6 | 1.7 | 0 | -21 | 104* | -8 | 0 | 0.5 | -0.4
FC(F)(F)c1ccccc1NC(=S)N/N=C1\CC2CC=CC12 (stereo unspecified) | 7 | -0.6 | 23 | -13 | 3 | -5 | 0 | 1.1 | -0.5
O=C(Nc1nccs1)C1CCCN(S(=O)(=O)c2cccnc2)C1 (stereo unspecified) | 6 | 2.3 | 2 | 6 | 1 | -6 | -6 | 0.5 | 1.6
CCOC(=O)c1cc2c(ccn2C)n1CC(=O)Nc1ccc(F)cc1 | 8&13 | 7.2 | 17 | 0&-5 | 23 | -7 | 14 | 0.8 | 1.1
Cc1ccc(S(=O)(=O)N2CCN(C(=O)N(C)C)CC2)cc1 | 2 | 0.3 | 20 | 22 | 2 | -2 | 3 | 1.4 | 1.4

Reformatted: results already given
The line under a structure holds: EP2 antag	zVAD death inh	Hck-Nef inh	EP2 modulator	Runt-CBFb FRET	RBBP9 inh	Runt-SMMHC FRET	PERK inhibitor	TNF death inh
Nc1cc([N+](=O)[O-])ccc1N1C(=O)CCCC1=O
→ 7	-0.8	1	30	2	-6	-4	1.9	4.6
Cc1ccc(C)c(N2CCN(S(=O)(=O)c3ccc4c(c3)CCC(=O)N4)CC2)c1
→ 6	1.7	0	-21	104*	-8	0	0.5	-0.4

By substructure: the compounds so far containing an aryl thioether with sulfur outside any ring (2)
SMILES | EP2 antag | zVAD death inh | Hck-Nef inh | EP2 modulator | Runt-CBFb FRET | RBBP9 inh | Runt-SMMHC FRET | PERK inhibitor | TNF death inh
COc1ccc(C2=NCC(CSc3nnnn3C)S2)cc1 (stereo unspecified) | 21 | 0.2 | 2 | -28 | -1 | 1 | 1 | -0.1 | 2.2
CCCCn1c(SCC(=O)Nc2cc(NC(=O)c3ccco3)ccc2C)nc2ccccc2c1=O | 1 | -0.1 | 32 | 16 | -3 | -15 | -6 | -0.7 | -5.9

Next compounds follow.
SMILES | EP2 antag | zVAD death inh | Hck-Nef inh | EP2 modulator | Runt-CBFb FRET | RBBP9 inh | Runt-SMMHC FRET | PERK inhibitor | TNF death inh
O=C(c1cc(COc2ccc(F)cc2F)on1)N1CCCC(c2ccccc2)C1 (stereo unspecified) | 7 | 4.3 | 43 | -12 | -2 | -10 | -5 | 0.0 | 3.1
COc1ccccc1NC(=O)COC(=O)c1ccccc1C(=O)N1CCN(c2ccccc2)CC1 | 7 | 0.1 | 23 | -19 | -7 | -2 | -9 | 0.2 | 0.8
O=C(COC(=O)c1ccc2c(c1[N+](=O)[O-])C(=O)c1ccccc1C2=O)NC1CC1 | 17 | 0.2 | -3 | -52 | 4 | -2 | -1 | 0.2 | 1.0
COc1ccc(S(=O)(=O)CCC(=O)Nc2cc(C)ccc2OC)cc1 | 5 | 1.0 | 5 | -18 | 0 | 4 | 2 | 0.7 | 1.4
COc1cc(C(=O)NCc2nnc(SCC(=O)Nc3nccs3)o2)cc(OC)c1OC | 3 | 1.4 | 10 | -5 | 2 | -1 | 1 | 0.0 | 0.6
COc1ccc(/C=C2\C(=O)NC(=S)N2C(=O)c2ccc(F)cc2)cc1 | 8 | 21 | 38 | 1 | 34 | -5 | 18 | 0.9 | 0.9
Cc1ccc(C(=O)NN2C(=O)CSC2=S)cc1 | 9 | 0.3 | 2 | 0 | -1 | -15 | -1 | 0.5 | 0.7
CCCC1C(C(=O)OCC)=C(C)NC(C)=C1C(=O)OCC | 11 | 0.0 | 3 | 34 | -1 | -4 | 3 | -0.8 | -2.2
O=C(Cn1nnc2c(cnn2-c2ccc(F)cc2)c1=O)c1ccccc1F | 13 | 0.2 | 0 | 4 | -2 | -7 | 24 | 0.7 | -0.9
O=C(O)c1csc(-n2nc(-c3ccccc3)cc2C(F)(F)F)n1 | 7 | 28 | 19 | 3 | 1 | -7 | -1 | 0.0 | 0.0
N#CCCN(CCC#N)S(=O)(=O)c1ccc(C(=O)Nc2nc(-c3ccccc3)c(C(=O)c3ccccc3)s2)cc1 | 5 | -0.4 | 11 | 0 | -4 | 2 | -14 | 1.3 | 1.0
COCCN(Cc1cc2cccc(C)c2[nH]c1=O)C(=O)c1ccccc1 | 9 | 0.5 | 1 | 23 | -1 | -3 | 0 | -0.4 | 0.3
CCN1CCN(c2nc(C)c3c(n2)CC(C)CC3=O)CC1 (stereo unspecified) | 8 | 1.8 | 17 | 17 | 1 | 3 | -1 | 0.2 | 2.5
C1CCCN(CCCCN2CCCCCC2)CC1 | · | -0.1 | 2 | 9 | 0 | -4 | -4 | -0.6 | -0.4
O=C(CSc1nnc(SCc2cccc3ccccc23)s1)N=Nc1c(O)[nH]c2ccccc12 | 6 | -0.2 | 19 | 4 | -3 | -7 | -1 | 0.5 | -0.4
CCN(CC)S(=O)(=O)c1cccc(NC(=O)COC(=O)/C=C/c2ccco2)c1 | 8 | 0.0 | 4 | -22 | 9 | 1 | 9 | 0.3 | 0.0

Structures listed so far shown as hits in EP2 modulator:
compound	Hck-Nef inh	EP2 modulator	Runt-CBFb FRET	RBBP9 inh	Runt-SMMHC FRET	PERK inhibitor
O=C(O)/C=C/c1ccccc1Oc1ccc(Cl)cc1Cl	5	87*	1	-7	-2	-0.4

From PubChem BioAssay

An excerpt (hit frequency here may not be typical).
